# Screening results from PubChem.
# Lipid storage S3 – qHTS Assay for Lipid Storage Modulators in Drosophila S3 Cells. AID 2685. actives 0.64% (n = 320,000). Drosophila S3 cells, BODIPY lipid droplet fluorescence, 18-24 h; cells fed with added oleic acid. lipid storage change, negative = inhibition, % at the top dose, mostly 46.1 µM; hits show Potency in µM; active means well fitted inhibition curve with a large enough effect in the signal ratio, with a control signal flat, not every such curve was filed as active; inconclusive means small, poorly fitted or top-dose-only effect, or effect the other way, or a change in a side signal; the % refers to the signal ratio
#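 Drosophila S3 cells loaded with oleic acid (400 uM, as added) and compounds at several concentrations; lipid droplets imaged by 488-nm laser-scanning cytometry, 500–530 nm intensity and object ratio to cell channel. Percent activity normalized to 20 uM Triacsin C.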
# Lipid storage S3 cell count max – recorded beside Lipid storage S3, whose call it bears; cell number change, %; measured here: cell count max response;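 cells counted by Cell Tracker Red CMTPX staining in the red channel; peak over a dose series mostly up to 46.1 µM; percent activity relative to internal control wells on each plate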
# An asterisk follows results filed as active; i = inactive; ? = inconclusive; · = not tested or not shown. On the % scale 0 is the no-effect control and ±100 the full control effect; potency means the concentration at half of the fitted maximal effect. The list is partial. The share of hits here may be higher or lower than overall.
cpd	SMILES	Lipid storage S3	Lipid storage S3 cell count max
1	CCOC(=O)C1CCN(C(c2cccnc2)c2c(NC(=O)c3ccco3)sc(C)c2C)CC1 (stereo unspecified)	-15%	17
2	Cc1cc(N(CN2CCCC2=O)C(=O)c2ccc(F)cc2)no1	0%	-9
3	C1CCN(c2nc3nonc3nc2N2CCCCC2)CC1	?	·
4	C/C(=N\NC(N)=S)c1ccncc1	?	·
5	CCOC(=O)c1cnc2c([N+](=O)[O-])cnn2c1C	?	·
6	CCOc1cccc(/C=N/NS(=O)(=O)c2ccc(C)c([N+](=O)[O-])c2)c1O	?	·
7	CCC1CCc2c(sc3nc(SCC(=O)NCc4ccco4)n(-c4ccccc4)c(=O)c23)C1 (stereo unspecified)	?	·
8	Cc1ccccc1-c1noc(C(C)NC(=O)c2ccco2)n1 (stereo unspecified)	?	·
9	O=C(NCc1ccncc1)C1CCC(=O)N(CCc2ccc(Cl)cc2)C1 (stereo unspecified)	?	·
10	COc1ccccc1CNC(=O)c1ccc(S(=O)(=O)N(C)c2ccccc2)cc1	?	·
11	C=Cc1c(C)c2cc3[nH]c(cc4nc(cc5nc(cc1[nH]2)C(C)=C5CCC(=O)O)C(CCC(=O)O)=C4C)c(C)c3C=C	?	·
12	COC(=O)Nc1c(-c2ccccc2)nc2ccc(C)cn12	11%	-3
13	Cc1cccc(-n2ccnc2SCC(=O)Nc2nnc(C)s2)c1	?	·
14	CCOC(=O)c1[nH]ncc1CN1CCc2ccc(NC(=O)C3CCCO3)cc2C1 (stereo unspecified)	i	11
15	O=c1c2oc3nc4c(cc3c2ncn1CCCc1ccccc1)CCCC4	-4%	4
16	O=C(c1cccc([N+](=O)[O-])c1)c1ccc2c(c1)OCCOCCOCCO2	-3%	1
17	CCCCn1c(CCC(=O)O)ccc1-c1cccs1	i	·
18	CN(CC(=O)O)Cc1nc2ccccc2[nH]1	?	·
19	CCCCN1C(=O)C2C(C(=O)Nc3cccc(OC)c3)C3C=CC2(O3)C1C(=O)NC1CCCCC1C (stereo unspecified)	?	·
20	CCN(CC)CCNC(=O)CCCCCn1c(=O)[nH]c2cc(C(=O)OC)ccc2c1=O	i	·
21	COc1ccc(NC(=O)CCCn2c(=O)[nH]c3ccccc3c2=O)cc1	11%	-10
22	CCOC(=O)c1ccc(NC(=O)COc2cc3oc(=O)c(CC(C)O)c(C)c3cc2Cl)cc1 (stereo unspecified)	?	·
23	O=C(Nc1cccc(S(=O)(=O)NC2=NCCCCC2)c1)c1cc(-c2ccncc2)nc2ccccc12	?	·
24	COc1ccc(CCNC(=O)CCCn2nc(C)c([N+](=O)[O-])c2C)cc1OC	?	·
25	Cc1ccc(C)c(OCc2nc3ccc(S(=O)(=O)Nc4c(C)n(C)n(-c5ccccc5)c4=O)cc3[nH]2)c1	?	·
26	CN(CCc1ccccn1)C(=O)c1nn2c(C(F)(F)F)cc(-c3ccco3)nc2c1Cl	1%	·
27	Cc1cc([N+](=O)[O-])nn1CC(=O)NCCCn1ccnc1	2%	14
28	O=C(COc1cc2oc(=O)cc(-c3ccccc3)c2cc1Cl)NCC1CCC(C(=O)O)CC1 (stereo unspecified)	-5%	18
29	CCN(CC)c1ccc(/C=N/NC(=O)Cc2cccs2)c(O)c1	8%	8
30	CCCCNC(=O)Nc1c(C(=O)OCC)[nH]c2ccccc12	7%	-13
31	Cn1cc(CCC(=O)NCc2ccc(Cl)cc2)c2ccccc21	i	27
32	Cc1cc(NS(=O)(=O)c2ccc(NC(=O)c3cnc(Cl)c(Cl)c3)cc2)nc(C)n1	?	·
33	CCOC(=O)C1=C(COC(=O)c2ccc([N+](=O)[O-])o2)NC(=O)NC1C (stereo unspecified)	?	·
34	CCOc1cc(/C=C/c2cc(C(=O)O)c3ccccc3n2)ccc1O	?	·
35	Cc1ccc(SCn2nnc3ccccc3c2=O)c(C)c1	i	·
36	C=CCN(C(=O)CCC(=O)Nc1cc(C)on1)C(C(=O)NC1CCCC1)c1ccc(OC)cc1OC (stereo unspecified)	?	·
37	CCc1cc2c(=O)c(-c3nc4ccccc4n3C)c(C)oc2c(CN2CCOCC2)c1O	i	·
38	c1cncc(CNc2ncnc3sccc23)c1	-1%	-4
39	Cc1c(C)n(CCc2ccccc2)c2ncnc(NCCCO)c12	18%	15
40	O=C(CCCN1C(=O)C2C3C=CC(C3)C2C1=O)N1CCN(c2ccccc2)CC1 (stereo unspecified)	-16%	7
41	CCCCOc1ccc(C(=O)Nc2ccc(OCC(=O)N3CCOCC3)cc2)cc1	?	·
42	N=c1n(Cc2ccc(Cl)cc2)c2ccccc2n1CC(O)COc1ccccc1 (stereo unspecified)	?	·
43	Cc1cc(C(=O)NCc2ccccc2Cl)c2ccccc2n1	i	8
44	Cc1nc(CS(=O)(=O)c2ccc(Cl)cc2)cc(Sc2ccc(Cl)cc2)n1	?	·
45	N#CC1=C(N)Oc2cc(O)ccc2C1c1cccnc1 (stereo unspecified)	?	·
46	CCc1ccccc1NC(=O)c1cc(C2CC2)on1	?	·
47	CCCCC(=O)Nc1cc(C(=O)NCCc2ccccc2)ccc1Cl	?	·
48	C#CCOCCOCCOCCNc1nc(N2CCN(C(=O)[C@H](CCC(=O)O)n3cc(C(N)CO)nn3)CC2)nc(N2CCN(C(=O)[C@H](Cc3ccc(O)cc3)n3cc(C(N)[C@H](C)CC)nn3)CC2)n1 (stereo partly specified)	-6%	-14

# Retrieved by compound from the entries so far, 7 records:
cpd	SMILES	Lipid storage S3	Lipid storage S3 cell count max
47	CCCCC(=O)Nc1cc(C(=O)NCCc2ccccc2)ccc1Cl	?	·
40	O=C(CCCN1C(=O)C2C3C=CC(C3)C2C1=O)N1CCN(c2ccccc2)CC1 (stereo unspecified)	-16%	7
43	Cc1cc(C(=O)NCc2ccccc2Cl)c2ccccc2n1	i	8
41	CCCCOc1ccc(C(=O)Nc2ccc(OCC(=O)N3CCOCC3)cc2)cc1	?	·
45	N#CC1=C(N)Oc2cc(O)ccc2C1c1cccnc1 (stereo unspecified)	?	·
44	Cc1nc(CS(=O)(=O)c2ccc(Cl)cc2)cc(Sc2ccc(Cl)cc2)n1	?	·
37	CCc1cc2c(=O)c(-c3nc4ccccc4n3C)c(C)oc2c(CN2CCOCC2)c1O	i	·

# Additional results.
cpd	SMILES	Lipid storage S3	Lipid storage S3 cell count max
49	CCOc1ccccc1NC(=O)CSc1nnc(-c2cccnc2)o1	?	·
50	CC(=O)c1cccc(NC(=O)N2CCC(NC(=O)c3ccco3)CC2)c1	i	10
51	O=C(N/N=C/c1ccc([N+](=O)[O-])o1)c1ccccc1NS(=O)(=O)c1cccs1	-13%	2
52	Cc1ccc(/C=C2/SC(=S)N(CCC(=O)N3CCN(C)CC3)C2=O)cc1	-5%	1
53	Brc1cc(Br)c2nc3c(cc2c1)CCC3	i	2
54	COc1ccc(CCNC(=O)Cc2cccs2)cc1	?	·
55	COc1ccc(CC(=O)N(Cc2cc3cc(OC)ccc3[nH]c2=O)C(C)C)cc1	?	·
56	CCN(C(=O)C(C)Sc1ccc(S(=O)(=O)N2CCOCC2)cn1)c1ccccc1 (stereo unspecified)	9%	14
57	Cn1c2ccccc2c2cnn(CC(=O)O)c(=O)c21	?	·
58	COc1ccc(NC(C)=O)cc1NS(=O)(=O)c1ccc2c(c1)OCCO2	24%	24
59	O=C(Nc1ccccc1)c1cnc[nH]1	-1%	7
60	CN(Cc1nccn1C)C(=O)c1ccc(OC2CCN(CCc3ccccc3)CC2)cc1	?	·
61	CCOc1ccc(N(CC(=O)NC2CCCCC2)S(=O)(=O)c2c(C)noc2C)cc1	3%	-1
62	O=C(C1CCCO1)N1CCN(Cc2c(O)ccc3ccccc23)CC1 (stereo unspecified)	?	·
63	COc1ccc(-c2cc(C(=O)NN)[nH]n2)cc1OC	0%	0
64	COc1ccc(C(CNC(=O)C(CC(C)C)NS(=O)(=O)c2ccc(C)cc2)N2CCOCC2)cc1 (stereo unspecified)	?	·
65	CCCc1nnc(NC(=O)CNc2ccc(F)cc2)s1	?	·
66	Cc1ccc(-n2nc3c(=O)n(CC(=O)NCCc4ccccc4C)nc(C)c3c2C)cc1	?	·
67	O=S(=O)(Nc1ccccn1)c1ccc(C(F)(F)F)cc1Cl	?	·
68	NC(=O)N/N=C/c1c(Sc2nnnn2-c2ccccc2)nc2ccccn2c1=O	-16%	7
69	CCCN(CC(=O)Nc1ccccc1C)C(=O)C1CC(=O)N(Cc2ccccc2)C1 (stereo unspecified)	?	·
70	O=C(CSC1=NCCN1)Nc1cccc(C(F)(F)F)c1	?	·
71	CCCOc1ccccc1NC(=O)CC1Nc2ccccc2NC1=O (stereo unspecified)	-9%	-2
72	CN1C(C(=O)NCCc2cccs2)CC2Cn3c(nc4cc(Cl)c(Cl)cc43)C21 (stereo unspecified)	0%	0
73	O=C(NCC(=O)N(Cc1cccs1)C(C(=O)NC1CCCC1)c1cccnc1)c1ccco1 (stereo unspecified)	?	·
74	CCCCc1nn(-c2cc(Cl)ccc2OC)c2c1C(=O)CC(C)(C)C2	?	·
75	Cc1ccc(OCC(=O)Nc2ccncc2)cc1	?	·
76	CN(C)c1ccc(S(=O)(=O)N2CCCCC2)cc1NC(=O)CN1C(=O)NC2(CCCC2)C1=O	?	·
77	CC(=O)c1ccc(OCC(=O)N(C)CC(=O)Nc2ccc(N3CCOCC3)cc2)cc1	?	·
78	CCCCN(C)C(=O)c1nc2ccccn2c1CN1CCN(c2ccccn2)CC1	19%	1
79	Cc1ccccc1COc1ccc(/C=N/NC(=O)c2nnn(-c3nonc3N)c2CN2CCC(C)CC2)cc1	?	·
80	CCC(=O)N1CCCc2cc(S(=O)(=O)N3CCCc4ccccc43)ccc21	i	·
81	COc1cc2c(cc1OC)C(C1C(=O)CC(C)(C)CC1=O)N(C(=O)CCl)CC2 (stereo unspecified)	12%	10
82	Cc1ccc(NC(=S)N2CCN(S(=O)(=O)c3ccccc3)CC2)cc1	?	·
83	NC(=O)c1ccc(NC(=O)CSc2nnc(C3CCCCC3)n2N)cc1	8%	-24
84	COc1cc2c(cc1OC)C(C)N(S(=O)(=O)c1ccc(Cl)nc1)CC2 (stereo unspecified)	i	-12
85	O=C(Cc1ccc(F)cc1)NC1CCCC1	-8%	0
86	Cc1cc(C)c(NC(=O)COC(=O)c2ccc([N+](=O)[O-])s2)c(C)c1	7%	7
87	Cc1ccccc1N1CCN(CCCOc2ccc3c(C)cc(=O)oc3c2)CC1	-15%	-3
88	O=C(COc1cccc(F)c1)NNC(=O)Cc1ccc(S(=O)(=O)N2CCOCC2)s1	6%	5
89	COc1ccc(OC)c(Nc2cc(C)nc3nc(C)nn23)c1	i	·
90	NC(=O)c1cc(-c2ccccc2)sc1NC(=O)CN1CCCCC1	?	·
91	COc1ccccc1C(=O)Nc1ccc(Br)c2cccnc12	1.6µM*	-27*
92	Cc1ncc([N+](=O)[O-])n1CC(=O)Nc1ccc(F)c(F)c1	?	·
93	COc1ccc(CCNC(=O)c2cccc(S(=O)(=O)N3CCc4ccccc4C3)c2)cc1	?	·
94	C[C@]12C(=O)N(c3cccc(Cl)c3)C(=O)N1[C@H]1c3ccccc3OC[C@@H]1[C@H]2c1ccccc1	?	·
95	CCOc1ccc(Br)cc1C(=O)N/N=C/c1cccc(C)n1	-3%	-1
96	COc1cccc(-c2nnn(CC(=O)NC3CCCC3)n2)c1OC	9%	-25
97	CC(C)(C)NC(=O)NC(=O)COc1ccc(Br)cc1Br	?	·
98	O=C(N/C(=C\c1cccs1)C(=O)N1CCCCCC1)c1ccccc1	-26%	-6
99	O=C(Cc1cn2ccsc2n1)Nc1nc2c(s1)CN(Cc1ccccc1)CC2	?	·
100	CC(OC(=O)C1CCCCC1)C(=O)Nc1cccc([N+](=O)[O-])c1 (stereo unspecified)	?	·
101	CN(C)C(CNC(C(=O)Nc1ccc([N+](=O)[O-])cc1Br)c1ccccc1)c1ccccc1 (stereo unspecified)	?	·
102	CCCCCCNC(=O)CC(NS(=O)(=O)c1ccc(OC)cc1)C(C)C (stereo unspecified)	?	·
103	O=S(=O)(NC1CC1)c1ccc(S(=O)(=O)N(Cc2ccccn2)C2CCCC2)cc1	?	·
104	Cc1ccccc1NC(=O)Cn1nnc2ccccc21	?	·
105	CCCCN(CC)CCNC(=O)Cn1cnc2sc(C)c(S(=O)(=O)N3CCOCC3)c2c1=O	3%	8
106	Cc1nnc(NC(=O)c2ccc(N3CCCC3=O)cc2)s1	i	-1
107	CCC1CCCCN1CCCNC(=O)CNC(=O)c1nn(-c2ccc(OC)c(Cl)c2)c(=O)c2ccccc12 (stereo unspecified)	i	4
108	Cc1nccc2[nH]c(=O)c(C(=O)NC(C)CCc3ccccc3)cc12 (stereo unspecified)	0%	2

# The results go on.
cpd	SMILES	Lipid storage S3	Lipid storage S3 cell count max
109	CN(C)CCNC(=O)c1ccc2c(c1)NC(=O)c1ccccc1S2	?	·
110	Cc1ccc(/C=C/C(=O)Nc2sc(C)c(C)c2C(=O)OC(C)C)o1	0%	0
111	COc1ccc(C(=O)N(Cc2nc(-c3ccc(C)cc3)no2)C(C)C)cc1OC	?	·
112	O=S(=O)(Nc1ccc(N=Nc2ccccc2)cc1)c1ccccc1	?	·
113	COC(=O)c1ccc(CSc2ccc3nnc(-c4ccccc4)n3n2)o1	?	·
114	Nc1nnc(SCC(=O)NC2CCCCC2)n1-c1ccccc1	i	-4
115	S=c1[nH]nc(C2CCCCC2)n1/N=C/c1ccc(Br)s1	?	·
116	Cc1ccc(NC(=O)COc2ccccc2)cc1Cl	?	·
117	CCCn1c(SCC(=O)Nc2cccc(S(=O)(=O)N3CCCC3)c2)n[nH]c1=O	-16%	-19
